# High-throughput results deposited in PubChem by Broad Institute.
# CD40 NFkB inh = inhibitors of CD40-induced NF-kB signaling, primary screen, BL2 cells, luciferase reporter, single point | CD40L-induced, 4 h | inhibition, % at 10 µM | 83,000 tested, 0.94% active | AID 1053188, 2014;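 active = mean inhibition of at least 50% with a set share of replicates also reaching that level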;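 also: 0% = neutral control wells and 100% = IKK inhibitor VII at 50 µM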
# An asterisk follows results filed as active; & = joins results of further samples; [ ] = another dose, or the depositor's remark. A portion of the library; rates above refer to the full screens.
SMILES,CD40 NFkB inh
CC(=O)c1ccc(OC(=O)C2CC(=O)N(c3cccc(C)c3)C2)cc1 (stereo not drawn),1
Cn1c(CN2CCCC2)c(C#N)c2ccccc21,13
COc1ccccc1NS(=O)(=O)c1cc(NC(=O)c2cccnc2)ccc1N1CCCCC1,-2
COc1ccccc1CCC(=O)OCC(=O)c1c(N)n(CC(C)C)c(=O)n(C)c1=O,16
Cc1ccc(-c2ccccc2[C@H]2[C@@H](C#N)N(S(C)(=O)=O)[C@@H]2CO)cc1,-1[25 µM]
Cn1nc(C(=O)NCc2ccc(F)cc2)cc1C(=O)NCc1ccc(F)cc1,-6
CCN(C[C@H]1[C@@H](c2ccccc2)[C@H](CO)N1CC1CC1)C(=O)c1ccccn1,-4[25 µM]
CN(C)CC(=O)N1C[C@@H]2N[C@H](C1)C2c1ccc(-c2ccncc2)cc1 (stereo partly drawn),-2&9[25 µM]
O=C(Cc1ccc(NS(=O)(=O)c2cccc(C(F)(F)F)c2)cc1)NCCN1CCOCC1,5
O=C(OCCN1CCCC1=O)c1cncc(Br)c1,11
CCc1ccc(CN2CCC(C(=O)Nc3cccc(-c4nnc(C)s4)c3)CC2)o1,-2
COCCNC(=O)C1(C)CCCN(Cc2ccc(-c3ccccn3)cc2)C1 (stereo not drawn),-6
Cn1nccc1NC(=O)NC(=O)c1c(Cl)cccc1Cl,-4
O=C(NCc1cccnc1)c1ccc(N2CCOCC2)c([N+](=O)[O-])c1,11
COc1cc2c(cc1OC)C[N+](C)(C)CC2,6
O=C(CN1CCN(S(=O)(=O)c2cccc(Cl)c2)CC1)N1CCCCC1,17
COCC#Cc1ccc([C@@H]2[C@H](CO)N3C(=O)CN(C(=O)C4CCCC4)C[C@@H]23)cc1,-9
C[C@@H]1CN([C@@H](C)CO)C(=O)c2cc(NS(C)(=O)=O)ccc2O[C@@H](C)CCCCO[C@H]1CN(C)C(=O)Nc1ccc(F)cc1,6
C1CN(CC2COC(CN3CCOCC3)CO2)CCO1 (stereo not drawn),3
CC1(c2ccccc2)CC(C)(C)N2C(=O)C(=O)c3cccc1c32 (stereo not drawn),17
CCOC(=O)N1CCN(C(=O)c2cn(CC)c3ccc(S(=O)(=O)N4CCC(C)CC4)cc3c2=O)CC1,10
CCCN1[C@H](CO)[C@H](c2ccc(-c3ccccc3F)cc2)[C@@H]1CNC(=O)C1CCC1,10[25 µM]
CN1C(=O)C(c2ccccc2[N+](=O)[O-])C(=O)c2ccccc21 (stereo not drawn),1
CC(OC(=O)c1cccnc1Cl)C(=O)Nc1ccc(S(N)(=O)=O)cc1 (stereo not drawn),8

# Another view of some results above:
Structure	CD40 NFkB inh
O=C(Cc1ccc(NS(=O)(=O)c2cccc(C(F)(F)F)c2)cc1)NCCN1CCOCC1	5
O=C(OCCN1CCCC1=O)c1cncc(Br)c1	11
CCc1ccc(CN2CCC(C(=O)Nc3cccc(-c4nnc(C)s4)c3)CC2)o1	-2

# (listing goes on)
SMILES,CD40 NFkB inh
NC(=O)CSc1ccc(S(=O)(=O)N2CCOCC2)cn1,1
COc1ccc(-c2ccc(C3[C@@H]4CN(C(=O)Nc5cccc(F)c5)C[C@H]3N4)cc2)cc1 (stereo partly drawn),-15
Cc1ccc(CSCC(=O)Nc2cc(S(=O)(=O)N3CCOCC3)ccc2OCC(F)(F)F)cc1,16
Cc1ccc(OCCCC(=O)Nc2cc(S(=O)(=O)N3CCOCC3)ccc2N2CCOCC2)cc1,4
O=C(COC(=O)Cc1ccc(F)cc1)NC(=O)NC1CCCC1,3
CCOC(=O)N1CCN(C(=O)c2ccc(SC)cc2OC)CC1,4
O=C(CCl)Nc1ccccc1C(=O)NCc1ccccc1,10
CC(=O)c1c(C)nc2sc3c(=N)n(N)cnc3c2c1-c1ccc(Cl)cc1,-9
CCc1c(Nc2ccccc2C)nc(N)[nH]c1=O,12
CCOC(=O)c1cc(C)n(CCCN2CCOCC2)c1C,9
Cn1ncc2c(N3CCOCC3)ncnc21,7
CC1(C(=O)NS(=O)(=O)c2cccc(F)c2)CCN1C(=O)Cc1cc(F)ccc1F (stereo not drawn),7
O=C(Cn1nnc2ccccc21)NNC(=S)NC1CCCCC1,11
CC(C)N(Cc1ccccc1)S(=O)(=O)c1ccc(Cl)nc1,3
CCOC(=O)C(C)N1c2cccc3cccc(c23)S1(=O)=O (stereo not drawn),5
O=C(NC1CCCC1)N1CC(=O)N2[C@H](CO)[C@H](c3ccc(-c4cccc(F)c4)cc3)[C@@H]2C1,-1
COCC(=O)Nc1cc(C(=O)OC)cc(C(=O)OC)c1,0
COC(=O)Cc1ccc(NC(=S)N2CCCCC2C)cc1 (stereo not drawn),-20
C[C@H]1CN([C@@H](C)CO)C(=O)CCCn2nncc2CO[C@H]1CN(C)C(=O)C1CC1,-3
O=C(CN1CCN(c2ccccc2)CC1)Nc1ccncc1,12
Cc1cc(F)ccc1S(=O)(=O)Nc1ccccc1C(=O)NCc1ccccn1,15
Cc1ccnc(NC(=O)c2cccc(S(=O)(=O)N3CCN(c4ccc(F)cc4)CC3)c2)c1,0
CCN1CCc2c(C#N)c(N3CCOCC3)nc(NCc3ccccc3)c2C1,13
C[C@@H]1CN([C@@H](C)CO)C(=O)CCCn2nncc2CO[C@@H]1CN(C)CC1CCCC1,-1
CSc1ccc(COC(=O)CCS(=O)(=O)c2ccc(C)cc2)cc1,0
Cc1ccc(S(=O)(=O)N(c2cccc(C)c2)C2CCS(=O)(=O)C2)cc1 (stereo not drawn),4
CC1(C)CC(=O)C(C=Nc2ccc(O)cc2)=C(O)C1,-29
COc1cccc(NC(=O)C[C@H]2CC[C@H]3[C@@H](COc4ccc(NS(=O)(=O)c5cccc(F)c5)cc4C(=O)N3C)O2)c1,2[25 µM]
O=C(C[C@H]1CC[C@H]2[C@@H](COC[C@@H](O)CN2Cc2cccc(Cl)c2)O1)NCc1cccc(F)c1,9[25 µM]
Nn1cnc2c(c1=O)C1(CCCCC1)Cc1ccccc1-2,6
C[C@@H]1CN([C@H](C)CO)C(=O)c2ccccc2-c2ccccc2CO[C@@H]1CN(C)C,-14
O=C(c1ccncc1)N1C[C@@H]2[C@H](c3ccccc31)[C@@H](CO)N2Cc1ccccc1F,-5[25 µM]
O=C(CNC(=O)C12CC3CC(CC(C3)C1)C2)OCc1ccc(F)cc1Cl,-3
CN(C)C(=O)c1cccc(-c2ccc(C3[C@@H]4CN(C(=O)CN5CCOCC5)C[C@H]3N4)cc2)c1 (stereo partly drawn),12&1[25 µM]
COC(=O)C[C@H]1C[C@@H]2c3cc(NC(=O)C4CCOCC4)ccc3O[C@@H]2[C@H](CO)O1,3[25 µM]
COc1ccc(OC)c(NC(=O)Cc2coc3ccc4ccccc4c23)c1,15
CC(=O)NC1C(OCCOc2ccc(Cl)cc2Cl)OC(COC(C)=O)C(OC(C)=O)C1OC(C)=O (stereo not drawn),12
C[C@H](CO)N1C[C@H](C)[C@@H](CN(C)C(=O)[C@H](C)c2ccccc2)OCc2ccccc2-c2c(n(C)c3ccccc23)C1=O,9
CC(C)C#Cc1ccc([C@@H]2[C@H](C#N)N(C(=O)C3CC3)[C@H]2CO)cc1,5[25 µM]
O=C(Nc1cccc(Cl)c1)N[C@H]1CC[C@@H](CCNC(=O)C2CCCC2)O[C@H]1CO,-9
CC(C)[C@H](NC(=O)NCc1ccc(Cl)cc1)C(=O)O,6
CSc1cccc(N2CC(C(=O)Nc3ccccc3N3CCCC3)CC2=O)c1 (stereo not drawn),5
O=C(N/N=C/c1ccc([N+](=O)[O-])s1)c1ccccc1,-12
Cc1ccccc1OCC(=O)OCC(=O)NCc1ccccc1,1
Cc1cc(C(=O)Nc2cc(S(C)(=O)=O)ccc2Cl)no1,0
CCNC(=O)CN1C(=O)NC(Cc2ccccc2)(Cc2ccccc2)C1=O,25
Cc1noc(C)c1C(=O)Nc1sc(C)c(C)c1C#N,-6
O=C(Nc1nc2ccccc2s1)c1cnccn1,28
CCOc1ccc(C(=O)NCC(=O)N2CC=C(c3ccccc3)CC2)cc1OCC,23
O=C1c2ccncc2C(=O)N1C1CCCCC1,5
COCCN(Cc1nc2ccccc2c(=O)[nH]1)C(=O)COc1ccccc1-c1ccccc1,6
C=CCn1c(SCC(=O)c2c(N)n(C3CC3)c(=O)[nH]c2=O)nnc1-c1ccc(OC)cc1,1
COc1ccc(/C=N/NC(=O)c2nonc2C)cc1,64*
O=C(CCn1ccc2ccccc21)Nc1ccc(N2CCOCC2)cc1,5
Cc1ccc(S(=O)(=O)Nc2ccc3c(c2)C(=O)N([C@H](C)CO)C[C@@H](C)[C@H](CN(C)S(=O)(=O)c2cccs2)OCCCC[C@@H](C)O3)cc1,27[25 µM]
COC(=O)Cn1c2c(c3cc(C)ccc31)CCCC2NC(C)c1ccccc1 (stereo not drawn),17
CN(C)C(=O)c1ccc(-c2ccc3n(c2=O)C[C@H]2[C@H](CO)[C@@H](C(=O)NCCc4ccccc4)N[C@@H]32)cc1,1[25 µM]
O=C(Nc1ccc(Cl)cn1)c1cnn2cccnc12,-51
Cc1ccc(S(=O)(=O)N/N=C/c2cccn2-c2ccc(Cl)cc2)cc1,0
C[C@@H]1CN([C@@H](C)CO)C(=O)c2ccccc2-c2ccccc2CO[C@@H]1CN(C)C(=O)Cc1ccccc1,-13[25 µM]

# (continued)
SMILES,CD40 NFkB inh
Cc1cnc(CN2CCCC(C(=O)c3ccc4c5c(cccc35)CC4)C2)[nH]1 (stereo not drawn),10
CN1CCN(CC(=O)NC23CC4CC(CC(C4)C2)C3)CC1,4
O=C(NCc1ccc(F)cc1)c1cc2c(s1)CCCC2,-2
CCCCn1c(N)c(N(CCC(C)C)C(=O)CSc2nc3ccccc3n2C)c(=O)[nH]c1=O,45
O=C(Nc1ccc2c(c1)OCO2)C1CC(=O)N(c2ccc3c(c2)OCCO3)C1 (stereo not drawn),0
CC(=O)Nc1nc2ccccc2n1CCN(C)C,8
O=C(CCNC(=O)c1ccccc1Cl)NCC1COc2ccccc2O1 (stereo not drawn),29
O=C(CNC(=O)c1ccc(C(F)(F)F)cc1)NC1CC1,0
O=C(CCC(=O)N1CCOCC1)NCCc1ccc(Cl)cc1Cl,5
C[C@H]1CN([C@@H](C)CO)C(=O)c2c(c3ccccc3n2C)-c2ccccc2CO[C@@H]1CN(C)C(=O)CCN(C)C,10
Cc1ccc(OCC(=O)c2c[nH]c3ccccc23)c([N+](=O)[O-])n1,-44
C[C@@H]1CN([C@@H](C)CO)C(=O)CCCn2cc(nn2)CO[C@H]1CN(C)C(=O)c1ccc(N2CCN(C)CC2)cc1,1[25 µM]
O=C(CCc1ccc(S(=O)(=O)N2CCOCC2)cc1)Oc1ccccc1,15
CCOCCCNc1ncnc2c1nc1n2CCCC1,-6
COc1ccc(CN(C)C[C@@H]2Oc3ccc(NC(=O)Nc4ccc5c(c4)OCO5)cc3CC(=O)N([C@@H](C)CO)C[C@H]2C)cc1,1[25 µM]
C[C@H](NC(=O)Nc1ccc2c(c1)OCCO2)C(=O)O,18
O=C(CNC(=O)c1cccc(F)c1)OCC(=O)N1CCN(C(=O)c2ccco2)CC1,4
C[C@@H](NC(=O)C[C@@H]1C[C@@H]2c3cc(NC(=O)c4ccc5c(c4)OCO5)ccc3O[C@@H]2[C@H](CO)O1)c1ccccc1,-9[25 µM]
COCCn1c(CCC(=O)O)nc2c1c(=O)[nH]c(=O)n2CC(C)C,-1
CN1CCN(C(=O)C[C@H]2C[C@H]3c4cc(NS(C)(=O)=O)ccc4O[C@H]3[C@@H](CO)O2)CC1,-2[25 µM]
Cc1ccc(C(=O)OCC(=O)NC2CC2)cc1S(=O)(=O)N1CCOCC1,4
COc1ccc(Cn2c(=O)oc3ccccc32)cc1,0
O=C(Nc1cccc(C(=O)O)c1)/C(=C\c1ccccc1)NC(=O)c1ccc(Br)o1,-48
N#C[C@@H]1[C@@H](c2ccc(C#Cc3ccccc3F)cc2)[C@H](CO)N1C(=O)c1cccnc1,-24[25 µM]
CN(c1ccccc1)S(=O)(=O)c1cccc(NC(=O)CN2C(=O)NC3(CCCCC3)C2=O)c1,-20
CC(C1CC1)N(C(=O)NC1CCS(=O)(=O)C1)c1ccccc1 (stereo not drawn),1
O=C(Nc1ccc(Oc2cccc(C(F)(F)F)c2)nc1)c1cccs1,0
CO[C@@H]1CN(C)C(=O)c2ccc(NS(=O)(=O)CC(F)(F)F)cc2OC[C@H](C)N(Cc2nccs2)C[C@H]1C,-1[25 µM]
Cc1ccc(-c2csc(NC(=O)CN3CCOCC3)n2)cc1,3
CC(C)NC(=O)CCn1nc(-c2ccc(Cl)cc2)c2ccccc2c1=O,1
CCOC(=O)c1cc2cc(OC)ccc2nc1C,-12
CS(=O)(=O)N1[C@H](C#N)[C@@H](c2ccc(-c3ccccc3F)cc2)[C@@H]1CO,-12[25 µM]
CCCOc1ccc(C(=O)O)cc1,9
CNC[C@H]1OCCCC[C@H](C)Oc2ccc(NS(=O)(=O)c3ccc(F)cc3)cc2C(=O)N([C@H](C)CO)C[C@H]1C,-14[25 µM]

# Filtered by structure, those above with an aryl methoxy group
SMILES,CD40 NFkB inh
COc1ccccc1NS(=O)(=O)c1cc(NC(=O)c2cccnc2)ccc1N1CCCCC1,-2
COc1ccccc1CCC(=O)OCC(=O)c1c(N)n(CC(C)C)c(=O)n(C)c1=O,16
COc1cc2c(cc1OC)C[N+](C)(C)CC2,6
COc1ccc(-c2ccc(C3[C@@H]4CN(C(=O)Nc5cccc(F)c5)C[C@H]3N4)cc2)cc1 (stereo partly drawn),-15
CCOC(=O)N1CCN(C(=O)c2ccc(SC)cc2OC)CC1,4
COc1cccc(NC(=O)C[C@H]2CC[C@H]3[C@@H](COc4ccc(NS(=O)(=O)c5cccc(F)c5)cc4C(=O)N3C)O2)c1,2[25 µM]
COc1ccc(OC)c(NC(=O)Cc2coc3ccc4ccccc4c23)c1,15
C=CCn1c(SCC(=O)c2c(N)n(C3CC3)c(=O)[nH]c2=O)nnc1-c1ccc(OC)cc1,1
COc1ccc(/C=N/NC(=O)c2nonc2C)cc1,64*
COc1ccc(CN(C)C[C@@H]2Oc3ccc(NC(=O)Nc4ccc5c(c4)OCO5)cc3CC(=O)N([C@@H](C)CO)C[C@H]2C)cc1,1[25 µM]
COc1ccc(Cn2c(=O)oc3ccccc32)cc1,0
CCOC(=O)c1cc2cc(OC)ccc2nc1C,-12
